Screens deposited in PubChem BioAssay by National Center for Advancing Translational Sciences (NCATS).
GLA spleen mod – alpha-galactosidase A (human) modulation | P06280 | human spleen homogenate, 4MU-alpha-Gal fluorescence, 40 min | Potency, µM (highest dose often 80 µM), for inactives: at the top dose activity change, negative = inhibition, most hits filed as inhibitors | 240,000 tested, 0.008% active;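 also: 0% = enzyme with vehicle and -100% = no enzyme basal signal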
Target sequence (P06280 32-429 limits assumed): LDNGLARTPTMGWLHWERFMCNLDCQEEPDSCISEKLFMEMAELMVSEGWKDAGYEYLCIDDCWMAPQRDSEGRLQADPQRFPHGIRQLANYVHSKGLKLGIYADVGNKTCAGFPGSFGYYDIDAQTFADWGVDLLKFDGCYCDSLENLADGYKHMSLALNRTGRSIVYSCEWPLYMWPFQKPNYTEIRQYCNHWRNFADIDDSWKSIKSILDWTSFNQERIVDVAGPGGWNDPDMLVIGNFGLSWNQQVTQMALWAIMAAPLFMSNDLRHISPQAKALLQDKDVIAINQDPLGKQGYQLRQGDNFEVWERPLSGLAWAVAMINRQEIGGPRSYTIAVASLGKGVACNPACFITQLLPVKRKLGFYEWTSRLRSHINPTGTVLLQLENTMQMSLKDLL
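Human spleen homogenate (1 ug) was the enzyme source, with 4-methylumbelliferyl-alpha-D-galactopyranoside (1 mM final) in pH 5.0 citrate buffer with 0.01% Tween-20. Compounds were titrated; after 40 min at 37C, NaOH/glycine stop, 4-MU fluorescence read; AC50 from Hill fits.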
GAA inhib – blocks human lysosomal alpha-glucosidase | Potency, µM (top dose mostly 76.9 µM), for the others: top-dose activity change, negative = inhibition, actives largely listed as inhibitors | P10253 | purified human GAA, 4-MU-alpha-glucoside fluorescence | 200,000 tested, 0.005% active;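 also: plate controls were uninhibited enzyme wells for no effect and no-enzyme background for full effect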
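Human enzyme at 4 nM with 400 uM 4-methylumbelliferyl-alpha-D-pyranoside, citrate/phosphate buffer pH 5.0, 0.005% Tween-20, 20 min at room temperature. Compounds up to 77 uM. 4-MU fluorescence (Ex 365/Em 440) read after NaOH/glycine stop; AC50 from Hill fit.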
SMN2 splice up – SMN2 splice variant enhancement; 210,000 tested, 2.8% active; HEK293 SMN2-luciferase splicing reporter, luminescence, 30-36 h; Potency, µM (highest dose often 46.1 µM), for inactives: top-dose activity change, positive = activation, usual class: activators; AID 1458; also: % of control where 0% means no effect; nearly all actives have a fitted effect of over 55% in size
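HEK293 cells carry an SMN2 […]–luciferase reporter in which exon 7 inclusion puts luciferase in frame. Cells were plated 10-12 h before compound addition, then incubated 30-36 h at 37C. ONE-Glo luminescence was read; sodium butyrate at 4.5 mM final served as control.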
GoLoco inh red – inhibitors of human Gai1-RGS12 GoLoco interaction (red fluorophore); AID 880; 230,000 tested, 0.44% active; Potency, µM (titrated, usually from 61.6 µM), without a hit: at the top dose activity, negative = inhibition, usual class: inhibitors; Gai1:RGS12 GoLoco peptide FP, rhodamine, 10 min; P63096; active = well fitted inhibition curve with a large enough effect, not every such curve was filed as active; inactive = no such curve, though single readings can be large or run the other way; also: % is scaled to controls: 0 for no effect and ±100 for the full control effect; nearly all actives have a fitted effect of over 30% in size; many of its hits are not listed in these tables
GAA glycogen – GAA glycogen-cleavage inhibition or activation. recombinant GAA, glycogen substrate, Amplex Red glucose oxidase fluorescence. AID 2100. 300,000 tested, 0.38% active. Potency, µM (highest dose often 76.4 µM), for the others: at the top dose activity change, negative = inhibition, usual class: inhibitors;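 also: 0% = full enzyme reaction and -100% = no-enzyme basal signal; the screen sought inhibitors and activators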
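Recombinant enzyme (4 nM final) with compounds titrated up to 77 uM and bovine liver glycogen (30 ug) in citrate pH 5.0, 0.01% Tween-20, 37 C 40 min. Released glucose detected by Amplex Red/glucose oxidase (Ex 573/Em 610); AC50 from Hill fits.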
ALDH1A1 block – blocks purified human ALDH1A1 activity; Potency, µM (series often up to 75.3 µM), for the others: at the top dose activity, negative = inhibition, actives largely listed as inhibitors; Purified ALDH1A1, NADH fluorescence, propionaldehyde substrate; P00352; 220,000 tested, 7.3% active; AID 1030; active = well fitted inhibition curve with a large enough effect, not every such curve was filed as active; inconclusive = small, poorly fitted or top-dose-only effect, or another doubt; inactive = no such curve, though single readings can be large or run the other way;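 also: plate controls were no enzyme wells and a reference inhibitor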
Target sequence (P00352 whole entry, looked up): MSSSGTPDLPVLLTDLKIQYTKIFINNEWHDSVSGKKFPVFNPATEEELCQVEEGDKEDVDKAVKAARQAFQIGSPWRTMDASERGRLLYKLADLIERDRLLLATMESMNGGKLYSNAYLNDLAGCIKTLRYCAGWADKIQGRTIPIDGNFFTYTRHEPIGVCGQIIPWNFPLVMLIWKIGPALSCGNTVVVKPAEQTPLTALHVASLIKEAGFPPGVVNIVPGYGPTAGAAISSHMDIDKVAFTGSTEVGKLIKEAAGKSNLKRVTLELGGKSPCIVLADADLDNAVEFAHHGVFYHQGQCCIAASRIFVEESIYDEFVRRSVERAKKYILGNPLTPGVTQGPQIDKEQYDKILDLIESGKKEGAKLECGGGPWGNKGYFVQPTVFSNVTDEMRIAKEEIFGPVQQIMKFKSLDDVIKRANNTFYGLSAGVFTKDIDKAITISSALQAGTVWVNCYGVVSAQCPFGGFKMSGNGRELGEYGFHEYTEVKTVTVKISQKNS
KDM4E inh – inhibitors of human JMJD2E histone demethylase; B2RXH2; Potency, µM (top dose mostly 57.1 µM), for inactives: at the highest dose activity change, negative = inhibition, most hits filed as inhibitors; AID 2147; 230,000 tested, 1.6% active; JMJD2E catalytic domain, FDH-coupled NADH fluorescence (FDH is formaldehyde dehydrogenase); active = well fitted inhibition curve with a large enough effect, not every such curve was filed as active; inconclusive = small, poorly fitted or top-dose-only effect, or another doubt; inactive = no such curve, though single readings can be large or run the other way;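 also: 0% = wells with enzyme and -100% = buffer wells without enzyme; nearly all actives have a fitted effect of over 50% in size; many of its hits are not listed in these tables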
GAA spleen mod – inhibits or activates alpha-glucosidase in human spleen homogenate; P10253; human spleen homogenate, 4-MU-alpha-glucoside fluorescence; Potency, µM (top dose mostly 79.9 µM), without a hit: at the highest dose activity change, negative = inhibition, hits mostly inhibitors; 240,000 tested, 0.006% active; AID 2112;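 also: 0% = enzyme with vehicle and -100% = no enzyme basal signal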
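Human spleen homogenate (1 ug) incubated with compounds and 1 mM 4-methylumbelliferyl-alpha-D-glucopyranoside in pH 5.0 citrate/phosphate buffer, 37 C, 40 min. Stopped at pH 10; 4-MU fluorescence (Ex 365/Em 440 nm); AC50 by Hill fit.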
* = called active by the depositor; ? = inconclusive; nt = no result given; [ ] = another dose, or the depositor's remark. Unless noted, calls follow the shape of the dose curve; as a rule, active = well fitted curve in the direction sought with a large enough effect; inconclusive = small, poorly fitted or top-dose-only effect, or another doubt; inactive = no such curve, though single readings can be large; an effect the other way counts as inactive or inconclusive. Potency is read from the fitted curve at half-maximal effect.

GoLoco inh red | GAA spleen mod | ALDH1A1 block | GAA inhib | KDM4E inh | SMN2 splice up | GLA spleen mod | GAA glycogen | SMILES
22% | 3% | ? | 7% | 4% | -24% | 5% | ? | CCCC(=O)Nc1nc(C)c(-c2csc(Nc3ccccc3OC)n2)s1
-5% | -5% | 4% | 1% | 5% | 1% | 2% | 7% | Cc1nn(C(=O)c2c([N+](=O)[O-])cnn2C)c(C)c1Cl
6% | -16% | 18µM* | -1% | 1% | -61%[inhibitor] | 10% | 6% | Cc1ccc2c(c1)nnn2C1CCN(C(=O)C23CC4CC(CC(C4)C2)C3)CC1
0% | -1% | -3% | 1% | -29% | nt | 1% | -15% | CCOC(=O)c1c(C=O)c2ccccc2n1CC
-4% | 3% | -2% | 9% | ? | -24% | 4% | -14% | COc1ccc2c3c(cccc13)OCC2=O
6% | -7% | -12% | -8% | -9% | -2% | 7% | -4% | Cc1cc(C)cc(-n2cc(C(=O)O)c(=O)cc2C)c1
-8% | -10% | -3% | -2% | -1% | 34% | 5% | 3% | Cc1cc(C)n(-c2nc3c(c(=O)[nH]c(=O)n3C)n2C(C)C)n1
9% | -2% | -6% | 5% | 7% | 1% | 8% | -2% | CCCNC(=O)c1ccc2c(c1)CCN2S(C)(=O)=O
3% | -5% | nt | nt | ? | nt | 9% | 1% | Cc1ccc(CNC(=O)C2CC3Cn4c(nc5cc6ccccc6cc54)C3N2C)o1 (stereo not given)
4% | 6% | -5% | 1% | -11% | -10% | 4% | 1% | O=C(c1cc2cc(Br)ccc2oc1=O)N1CCCC1
-6% | 4% | 3% | 3% | ? | -6% | 7% | -1% | Cc1cccn2c(CN3CCCN(C=O)CC3)c(C(=O)N(C)CCc3ccccc3)nc12
10% | -5% | 8% | -2% | 12% | 0% | -1% | 4% | COc1cccc(NC(=O)c2cn(C)c(=O)c3cc(OC)c(OC)cc23)c1
10%[21.6 µM] | -6%[29.1 µM] | 5%[20.9 µM] | nt | -2%[25.5 µM] | 5%[20.6 µM] | 6%[29.1 µM] | nt | C=CCSC[C@@H]1Nc2cc(Cl)c(S(N)(=O)=O)cc2S(=O)(=O)N1
-1% | -4% | 3.5µM* | -1% | -3% | 15% | -5% | -7% | Cc1cc(C)cc(NS(=O)(=O)c2cnc(Cl)c(Cl)c2)c1
nt | -21% | 3% | 9% | -1% | nt | 4% | 0% | CC1CCc2sc(C(=O)OCC(=O)NCc3ccc(F)cc3)cc2C1 (stereo not given)
1% | -21% | 9% | 1% | 8% | -13% | 0% | 5% | CC(C)(C)c1ccc(/C=C2\SC(=O)N=C2N)cc1
3% | 3% | 5% | -4% | -4% | -19% | -1% | 9% | Cc1ccc(-c2n[nH]c(=S)n2/N=C/c2ccncc2)cc1
21% | -10% | 0.35µM* | 6% | -9% | 13% | 8% | 5% | CCOC(=S)NC(=O)c1sc2ccccc2c1Cl
8% | 0% | 8% | 2% | 4% | 9% | 5% | -3% | Cc1c(Cl)cccc1NC(=O)C(=O)NNC(=O)c1ccccc1F
0% | -1% | nt | nt | 1% | nt | 6% | -2% | Cc1[nH]c(=S)c(C#N)c(C)c1Cc1ccc(Cl)cc1Cl
1% | -1% | nt | nt | ? | nt | -1% | 7% | O=C(N/N=C/c1cc(Cl)cc(Cl)c1O)c1ccncc1
1% | 2% | -1% | -6% | -14% | ? | 3% | ? | Cc1ccc2oc(=O)c(/C=C(\O)CC(C)C)nc2c1
2% | 2% | -6% | ? | 0% | nt | -6% | 0% | Cc1c(Cl)cccc1NC(=O)Cn1c(-c2ccc(F)cc2)noc1=O
6% | 8% | -4% | 0% | 5% | 14% | 5% | 0% | O=S(=O)(NCc1cccs1)c1cccc2cccnc12
-6% | -24% | ? | 6% | 7% | -16% | 2% | 5% | COc1ccc(C(=O)NCC(=O)OCc2csc(-c3ccccc3)n2)cc1
-2% | 7% | 0% | -7% | 4% | -21% | 3% | -3% | COc1ccc(OCCSc2nnc(-c3ccccc3)n2N)cc1
13% | -1% | -3% | -1%[15.4 µM] | 32µM* | 1% | 4% | 4% | CCN(CC)C(=O)c1c[nH]c2ccc(S(=O)(=O)Nc3cc(C)cc(C)c3)cc2c1=O
-3% | -4% | -2% | 9% | -20% | -4% | -9% | -1% | CC(C)C(c1nnnn1Cc1ccc(F)cc1)N1CCN(C2CCCC2)CC1 (stereo not given)
-3% | 7% | -7% | nt | ? | 0% | 8% | nt | O=Cc1ccc(B(O)O)cc1
1% | -5% | -14% | 2% | -1% | -37%[inhibitor] | 1% | 5% | Cc1ccc(CSc2nnc(-c3ccncc3)n2C)cc1
0% | 8% | ? | -3% | 10% | 6% | 1% | -1% | CC(=O)c1ccc(NC(=S)NC(NC(=O)c2ccco2)C(Cl)(Cl)Cl)cc1 (stereo not given)
0% | -3% | ? | -5% | 1% | -13% | 10% | ? | COc1ccc(NC2C=CS(=O)(=O)C2)c(OC)c1 (stereo not given)
-5% | -22% | ? | 11% | ? | nt | -9% | -12% | CSc1ccc(C(=O)C2CCCN(S(=O)(=O)N(C)C)C2)cc1 (stereo not given)
-12% | -1% | 4µM* | 0% | 3% | -10% | -4% | -12% | CC(C)(C)C1CCC(=NNC(=O)c2cc3c(s2)CCCC3)CC1 (stereo not given)
0% | -2% | 9% | 4% | 4% | -4% | 0% | 6% | Cc1ccc(S(=O)(=O)N2CC(O)CC2C(=O)NCc2ccc3c(c2)OCO3)cc1 (stereo not given)
-2% | -15% | -10% | -1% | -1% | -23% | 5% | -3% | Cc1cccc(C(=O)O/N=C/c2ccc(Br)cc2)c1
-1% | -2% | 4µM* | 1% | -3% | -10% | -14% | 7% | CCOc1cccc(C(=O)Nc2cnn(Cc3ccccc3)c2)c1
-16% | -1% | 22µM* | -2% | -11% | -14% | -2% | -8% | CC(=O)C1=C(C)NC(SCc2ccc(C#N)cc2)=C(C#N)C1c1ccco1 (stereo not given)
-7% | 10% | ? | 9% | -7% | -10% | 3% | -14% | CC(C)C(c1nnnn1C(C)(C)C)N1CCN(Cc2cccnc2)CC1 (stereo not given)
5% | -9% | 12% | nt | nt | nt | -4% | nt | OC1C(O)C(O)C(O)C(O)C1O (stereo not given)
6% | -4% | 10% | 0% | 5% | 2% | -1% | -12% | Cc1ccc(C(=O)NC(Cc2c[nH]c3ccccc23)C(=O)O)cc1 (stereo not given)
nt | -22% | -4% | -14% | ? | nt | -10% | -4% | Nc1ccc(C(=O)Nc2ccc(OC(F)(F)C(F)F)c(NC(=O)c3ccc(N)cc3)c2)cc1
2% | 1% | -10% | -4% | 6% | 28% | -1% | -7% | Cn1c(/C=C/N(Cc2ccccc2)c2ccccc2)c([N+](=O)[O-])c(=O)n(C)c1=O
7% | -1% | nt | nt | -3% | nt | 5% | 5% | O=S(=O)(Nc1ccc(Cl)cn1)c1cnc(Cl)c(Br)c1
2% | -17% | 4% | -8% | 5% | -3% | 0% | -5% | COc1cc(CNC2CCCC2)c(Br)cc1OCc1ccccc1
1% | -2% | ? | 3% | -14% | -18%[1.84 µM] | -6% | -2% | COC(=O)c1c(-c2ccc(C)cc2)csc1NC(=O)C1CC=CCC1C(=O)O (stereo not given)
1% | -5% | 3% | -10% | 0% | 6% | 0% | 2% | COc1cccc2cc(C(=O)N3CCc4ccccc43)c(=O)oc12
1% | 1% | 10% | 1% | -11% | 10% | 1% | 27% | COc1ccc(C2C(C(N)=O)=C(C)Nc3nc(-c4ccccc4)nn32)cc1OC (stereo not given)

Pulled by compound from the entries so far, 2 records:
GoLoco inh red | GAA spleen mod | ALDH1A1 block | GAA inhib | KDM4E inh | SMN2 splice up | GLA spleen mod | GAA glycogen | SMILES
nt | -21% | 3% | 9% | -1% | nt | 4% | 0% | CC1CCc2sc(C(=O)OCC(=O)NCc3ccc(F)cc3)cc2C1 (stereo not given)
7% | -1% | nt | nt | -3% | nt | 5% | 5% | O=S(=O)(Nc1ccc(Cl)cn1)c1cnc(Cl)c(Br)c1

Continued.
GoLoco inh red | GAA spleen mod | ALDH1A1 block | GAA inhib | KDM4E inh | SMN2 splice up | GLA spleen mod | GAA glycogen | SMILES
-4% | 5% | 11% | -2% | -19% | -21% | 4% | -2% | O=C(NCCc1nnc2ccc(NCc3ccc(Cl)cc3)nn12)c1ccccc1
-1% | -3% | nt | nt | 6% | nt | -8% | -3% | CN(C)S(=O)(=O)c1cccc(-c2nn(-c3ccccc3)cc2/C=C2\SC(=S)N(CC(=O)O)C2=O)c1
6% | 6% | 0% | 2% | -13% | 3% | 6% | -8% | Cc1ccc(NC(=O)COS(=O)c2ccc(C)cc2)cc1 (stereo not given)
1% | 0% | 1% | -8% | 5% | 20% | 7% | -10% | NC(=O)c1ccc(NC(=O)CSc2nnc(-c3ccccn3)n2N)cc1
-5% | -13% | -1% | 2% | -1% | -16% | -10% | -2% | CN1CCN(C(=O)c2ccc3c(=O)n4c(nc3c2)CCCCC4)CC1
6% | -8% | -7% | -4% | 11% | 15% | 2% | 5% | CCC(C)NC(=O)c1cn(-c2cccc(C)n2)cn1 (stereo not given)
9% | -3% | 5% | 0% | 12% | 13% | -4% | -2% | CCc1cccc(C)c1NC(=O)COC(=O)C(NS(=O)(=O)c1ccc(Cl)cc1)C(C)O (stereo not given)
12% | 1% | ? | -10% | ? | nt | 12% | 1% | Cc1ccc(-c2cccc(CN3CCN(C4CCN(C(C)C)CC4)C(CCO)C3)c2)o1 (stereo not given)
-2% | -17% | 8.9µM* | -4% | -1% | -67%[inhibitor] | -1% | -25% | c1ccc(CC2CCN(c3nnnn3-c3ccccc3)CC2)cc1
-2% | -6% | ? | nt | -14% | nt | 3% | -4% | O=C(C1=C[C@H](c2ccc(Br)cc2)C[C@H](OCCCCO)O1)N1CCN(Cc2ccccc2)CC1
-29% | -2% | -3% | 0% | -16% | 3% | 6% | -13% | O=S(=O)(Nc1ccc(Cl)cn1)c1ccc(Cl)cc1
2% | 1% | -3% | 5% | -2% | ? | 7% | ? | CC1N/C(=C\C(=O)c2ccccc2)N(O)C1(C)C (stereo not given)

An excerpt; count on the stated rates, not on these rows.
